Source: PubChem BioAssay
SUMO1-SIM PPI = SUMO1-SIM interaction modulation; P63165; SUMO1 binding to a labelled peptide, TR-FRET, 1 h; inhibition, % at 20 µM; 0.33% of 360,000 active; in the data active means inhibition above about 37%
LMPTP block = LMPTP (human) inhibition; 0.22% of 360,000 active; P24666; recombinant LMPTP-A, OMFP fluorogenic substrate, fluorescence intensity; inhibition, % at 20 µM;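 active means compounds that cut the enzyme signal by at least half of the control window in the single-dose screen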;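 further: plate controls were DMSO wells with enzyme plus substrate for no effect and substrate without enzyme for full effect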
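Assay system: LMPTP-A phosphatase enzyme | Input: 0.625 nM enzyme | Also added: Fluorogenic phosphatase substrate OMFP at 400 µM final | Compound dosing: One test concentration per compound, 20 µM, with 3% DMSO overall | Schedule: 50 min enzyme reaction at room temperature, protected from light | Signal: Fluorescence intensity | Benchmarks: no-enzyme and uninhibited controls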
Scp-1 inhibitor = blocks human Scp-1 phosphatase activity; Q9GZU7; Recombinant Scp1, phosphopeptide, malachite green phosphate absorbance; inhibition, % at 20 µM; 0.88% of 340,000 active; AID 493091;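 active means inhibition above about 50% at 20 µM, limit read from the data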;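 further: plate controls were DMSO wells with enzyme for no effect and wells lacking enzyme for full effect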
Target sequence (Q9GZU7 76-261 limits assumed): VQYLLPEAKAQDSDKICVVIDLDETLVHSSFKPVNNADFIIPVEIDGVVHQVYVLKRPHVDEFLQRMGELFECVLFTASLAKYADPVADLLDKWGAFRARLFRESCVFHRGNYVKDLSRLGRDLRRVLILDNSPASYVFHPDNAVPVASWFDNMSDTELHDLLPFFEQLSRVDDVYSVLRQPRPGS
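Test system: SCP-1 phosphatase catalytic domain, residues 76-261; measured by: colorimetric phosphate reagent with accelerator and stabiliser, absorbance at 630 nm; timing: enzyme reaction 45 min at room temperature, colour 5 min, stabilisation 30 min; also added: Phosphorylated 17-residue peptide substrate; compound dosing: one concentration, 20 µM, with 1.0% DMSO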
Tb MetRS inh = blocks T. brucei methionyl-tRNA synthetase activity. purified T. brucei MetRS, ATP depletion, Kinase-Glo luminescence. inhibition, % at 11.9 µM. 0.4% of 360,000 active. AID 624268;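 active means inhibition above a per-plate cutoff of the control wells' mean inhibition plus 3 SD, cut at about 5.5% in these data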;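 further: 0% = DMSO wells median and 100% = median of wells with control inhibitor compound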
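Material: T. brucei methionyl-tRNA synthetase, purified; reagent: substrates ATP, L-methionine and bulk Escherichia coli tRNA; dosing: 11.9 µM single point; timing: 15 min plus 2 h at 25 °C; detection: luminescence of leftover ATP; evaluation: % inhibition; control set: DMSO-only wells as low control; replicates: singlicate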
DNMT1 inh = blocks human DNA methyltransferase DNMT1; inhibition (reported as % activation of signal), % at 10 µM; AID 588458; 0.83% of 360,000 active; DNMT1 molecular beacon, Hinp1I cleavage, fluorescence; in the data active means inhibition above about 50%
Neddylation inh = inhibitors of human cullin neddylation | TR-FRET cullin neddylation, biochemical | calls only at 25 µM | 0.58% of 360,000 active | AID 651699; in the data active means inhibition above about 36%
NadD block = inhibitors of Staphylococcus aureus NadD. purified NadD enzyme, colorimetric absorbance read-out. 0.78% of 360,000 active. inhibition, % at 20 µM; in the data active means inhibition above about 26%; further: some compounds past the cut are filed as inactive
SKN-1 block = inhibitors of C. elegans SKN-1 | C. elegans VP596 Pgst-4::GFP/RFP ratio, acrylamide-induced, 24 h | inhibition, % at 21.8 µM | 0.49% of 360,000 active | AID 624304;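 active means interference check ratio from 0.5 to 1.5 plus GFP to RFP signal ratio inhibition reaching or exceeding a fixed threshold, cut at about 30% in these data, passing the limit was not always enough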; further: some compounds called inactive have numbers as strong as hits
STEP block = blocks human striatal-enriched tyrosine phosphatase; P54829; recombinant STEP, OMFP fluorogenic substrate, fluorescence; inhibition, % at 20 µM; 0.25% of 360,000 active; AID 588621;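 active means inhibition at 20 µM, scaled per plate between control wells, above about 37%, limit read from the data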;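 further: 0% = DMSO with enzyme and substrate and 100% = substrate only without enzyme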
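Measure: Control-normalized % inhibition with plate pattern correction | Test system: STEP phosphatase, cell-free reaction | Medium: pH 6.0 Bis-Tris with DTT and Tween 20 | Technique: Fluorescence, 480/540 nm | Times: Reaction 20 min, ambient temperature | Doses: Single compound dose of 20 µM, 1% DMSO final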
NRP1-CendR mod = NRP-1/CendR interaction modulation | FAM-RPARPAR peptide binding to NRP-1, fluorescence polarization | inhibition, % at 25 µM | 0.85% of 360,000 active | AID 602438;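 active means inhibition or corrected inhibition above about 18%, plus a signal ratio from 0.5 to 1.5, limit read from the data, passing the limit was not always enough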; further: strong numbers were not always called active
Target sequence (O14786 whole entry, looked up): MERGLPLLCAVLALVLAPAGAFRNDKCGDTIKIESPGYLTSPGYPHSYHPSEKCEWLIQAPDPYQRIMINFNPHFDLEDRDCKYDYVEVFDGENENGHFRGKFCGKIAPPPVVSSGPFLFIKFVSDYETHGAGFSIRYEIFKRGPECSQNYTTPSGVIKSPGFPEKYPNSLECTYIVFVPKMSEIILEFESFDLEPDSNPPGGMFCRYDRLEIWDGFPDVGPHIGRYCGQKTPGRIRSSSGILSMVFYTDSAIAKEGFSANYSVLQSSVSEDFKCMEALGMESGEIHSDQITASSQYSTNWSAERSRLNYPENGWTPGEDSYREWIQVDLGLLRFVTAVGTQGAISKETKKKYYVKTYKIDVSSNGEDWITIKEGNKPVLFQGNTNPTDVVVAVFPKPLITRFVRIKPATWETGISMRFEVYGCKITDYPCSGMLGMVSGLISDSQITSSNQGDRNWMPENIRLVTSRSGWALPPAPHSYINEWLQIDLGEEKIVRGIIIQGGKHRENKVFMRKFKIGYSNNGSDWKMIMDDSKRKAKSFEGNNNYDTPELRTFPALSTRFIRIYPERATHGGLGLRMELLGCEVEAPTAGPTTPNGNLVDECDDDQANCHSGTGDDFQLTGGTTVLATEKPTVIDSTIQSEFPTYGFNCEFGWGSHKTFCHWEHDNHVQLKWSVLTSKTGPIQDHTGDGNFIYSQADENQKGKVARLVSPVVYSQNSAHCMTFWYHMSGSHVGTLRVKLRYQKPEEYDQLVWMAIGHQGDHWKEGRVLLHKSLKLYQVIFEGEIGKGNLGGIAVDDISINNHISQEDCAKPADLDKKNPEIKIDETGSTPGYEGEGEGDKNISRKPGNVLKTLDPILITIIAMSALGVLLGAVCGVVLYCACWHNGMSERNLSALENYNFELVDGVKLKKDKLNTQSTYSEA
Starred values were filed as active, the others as inactive; i = inactive; nt = not tested or not shown.

SMILES | SUMO1-SIM PPI | LMPTP block | Scp-1 inhibitor | Tb MetRS inh | DNMT1 inh | Neddylation inh | NadD block | SKN-1 block | STEP block | NRP1-CendR mod
CCc1nc2ccc(C(=O)N(C)Cc3ccccc3)cn2c1N(CC)CCN(C)C | 5 | -1.4 | nt | -0.3 | -4 | i | 1 | 15 | 1 | -3
Cc1cccc(NC(=O)C2CCCC2)c1 | 27 | -0.7 | 1 | -1.2 | 3 | i | 0 | -7 | -1 | 8
O=C(CSc1nncc(=O)[nH]1)Nc1cccc([N+](=O)[O-])c1 | -21 | -0.9 | 1 | -0.1 | 5 | i | 0 | 7 | 2 | 8
COc1ccc(Cn2nnnc2C(c2cc3ccc(OC)cc3[nH]c2=O)N2CCCCCC2)cc1 (stereo unspecified) | -17 | -2.4 | -4 | 0.2 | -11 | i | 6 | -2 | 0 | -1
CN(C)c1ccnc(-n2cccc2/C=N/OCc2cccc(F)c2)c1C#N | -1 | 1.3 | -2 | -0.1 | -1 | i | -2 | 24 | 0 | -4
O=C(NN=C1CCCCCC1)c1cccs1 | 0 | -0.3 | -2 | -0.5 | 5 | i | 1 | 0 | -4 | 11
CC(C)NC(=O)N(C)C[C@H]1Oc2ccc(NS(=O)(=O)c3cn(C)cn3)cc2C(=O)N([C@H](C)CO)C[C@@H]1C | 6 | -1.5 | 82* | -0.2 | 10 | i | 2 | 12 | -5 | 15
CSc1ccc(/C=N\NC(=O)CNc2ccc(C)cc2)cc1 | -14 | 0.4 | -6 | -1.0 | -6 | i | 0 | -1 | -3 | 2
COC(=O)c1ccc(Oc2c(C(F)(F)F)oc3c(CN4CCN(C)CC4)c(O)ccc3c2=O)cc1 | -7 | -3.9 | -2 | 0.8 | -2 | i | -5 | 8 | 0 | 6
Cc1cc(C)c2c(CN3CCN(c4ccccc4F)CC3)cc(=O)oc2c1 | 4 | 6.8 | nt | -1.2 | 4 | i | -5 | -4 | 5 | 23
O=C(CCCC(=O)N(CC(=O)NC1CCCC1)Cc1ccccc1)Nc1ccccn1 | -2 | -2.1 | 9 | -0.3 | 0 | i | 3 | 4 | 1 | -18
COC(=O)c1sccc1NC(=O)CN(C)NS(=O)(=O)c1ccc([N+](=O)[O-])cc1 | -17 | 0.7 | 0 | -0.3 | -5 | i | 5 | -2 | 0 | 5
O=C(CNC(=O)c1ccc(Cl)cc1Cl)NCc1ccccn1 | 3 | -1.4 | -5 | -0.1 | 2 | i | -2 | -6 | -1 | -6
Cc1ccnn1CC(=O)N/N=C/c1cccs1 | -1 | -1.9 | -6 | -0.7 | 7 | i | -6 | -2 | 0 | 2
COc1ccccc1-c1sc2cc3c(cc2c1-c1ccc2c(c1)OCO2)OCO3 | -6 | 2.1 | 68* | 0.0 | 9 | i | 3 | 21 | -3 | -4
CC(=O)NC(CCS(C)(=O)=O)C(=O)Nc1nccs1 (stereo unspecified) | 3 | -2.2 | -2 | -1.0 | -2 | i | -3 | -2 | 2 | -2
CCCCn1nnc(NC(=O)c2cc3ccccc3o2)n1 | -2 | -0.3 | 4 | -0.3 | 0 | i | 3 | -15 | 2 | 1
CCc1c(C2(O)CCCCC2)[nH]c2c(C(=O)OC)cc(Cl)cc12 | 6 | 3.5 | -9 | -0.2 | -3 | nt | -10 | 2 | 0 | 4
CC(=O)N1c2ccc(S(=O)(=O)NCCC(=O)Nc3ccccc3C)cc2CC1C (stereo unspecified) | -1 | 0.0 | 3 | -1.1 | 3 | i | -4 | -7 | -1 | 3
CC(C)[C@H](NC(N)=O)C(=O)Nc1ccc2c(c1)CCC2 | -5 | 0.0 | -7 | 0.0 | 1 | i | -1 | -10 | 1 | 3
COc1ccc(C2NC(=O)NC(O)(C(F)(F)F)C2C(=O)c2ccccc2)cc1OC (stereo unspecified) | 0 | -1.3 | -6 | 0.1 | -2 | i | 5 | 3 | 2 | -9
CCOC(=O)c1sc(S(C)(=O)=O)c2c1CCc1conc1-2 | -22 | -0.6 | -7 | 0.4 | -5 | i | -2 | 17 | -2 | 12
CS(=O)(=O)N1N=C(c2ccc(Cl)cc2)CC1c1cccs1 (stereo unspecified) | -5 | -1.4 | -6 | -1.0 | 1 | i | -7 | 9 | -2 | -3
CC(=NCCc1c(C)[nH]c2ccc(OCc3ccccc3)cc12)C1=C(O)CC(c2ccccc2)CC1=O (stereo unspecified) | 1 | 4.4 | -1 | -0.7 | -7 | i | 4 | 16 | 3 | 2
CCOc1cccc(-c2nnc3sc(COc4ccc(C)cc4)nn23)c1 | -3 | 0.1 | -15 | -1.0 | -1 | i | 9 | 18 | 3 | -13
CC(=O)Oc1ccc2oc(/C=C/N(C)C)c([N+](=O)[O-])c2c1 | -126 | 15 | -11 | -0.6 | -7 | i | 0 | 29 | 7 | -35
NC(=O)CSC1=Nc2ccccc2C2=NC(c3ccccc3)C(=O)N12 (stereo unspecified) | -6 | -1.1 | -3 | -1.0 | 6 | i | 5 | -6 | -4 | 6
O=C(NNS(=O)(=O)c1ccc(F)cc1)c1ccc([N+](=O)[O-])cc1Cl | -11 | -0.2 | 0 | -0.9 | 1 | i | -9 | 4 | -1 | -4
CCOc1ccc(NC(=O)Cc2c(C(=O)O)n(C)c3ccccc23)cc1 | 12 | -1.9 | -16 | 0.1 | 1 | i | -2 | 5 | 1 | -4
CCN(CC)CCCNC(=O)c1cn(C)c(=O)c2c1c1ccccc1n2C | -1 | -0.5 | -19 | -0.1 | 0 | i | -4 | 2 | 2 | -5
CC1(C)Cc2c(cnn2-c2cccc(F)c2)C(NC(=O)CCc2cnccn2)C1 (stereo unspecified) | 2 | -1.2 | -13 | -0.5 | -2 | i | -5 | 17 | 2 | 10
Nc1[nH]c(=O)ncc1F | 7 | -1.5 | -12 | -0.6 | 1 | i | -2 | -12 | 0 | 2
CCOC(=O)NC(Nc1sc2c(c1C(=O)OC)CCN(C)C2)(C(F)(F)F)C(F)(F)F | 2 | 0.9 | 3 | -0.4 | -1 | i | 3 | 9 | 0 | 9
COc1ccc(C(=O)NCCS(=O)(=O)NCc2ccccc2OC)cc1 | 8 | -0.5 | -11 | -0.3 | -1 | i | -3 | -3 | -4 | 11
O=C(COc1ccccc1[N+](=O)[O-])N1CCN(C(=O)c2ccco2)CC1 | -7 | 0.8 | 1 | -0.3 | 1 | i | -3 | 19 | 0 | -7
O=C(CNC(=O)c1ccc(Br)o1)NNC(=O)c1cccc(Cl)c1 | 5 | -0.6 | 3 | -0.5 | 1 | i | -3 | -2 | 2 | 9
NC(=O)c1cnccn1 | 2 | -2.7 | -6 | 0.0 | 4 | i | 3 | 8 | 2 | -12
CN(C(=O)c1cncc(Br)c1)c1c(N)n(Cc2ccccc2)c(=O)[nH]c1=O | -2 | 0.2 | -5 | -0.6 | 2 | i | -5 | -7 | -2 | -2
CCS(=O)(=O)N1CCC(C(=O)NC2CCCCCCC2)CC1 | 21 | 0.1 | -3 | -0.1 | 3 | i | -1 | 0 | 0 | -6
CC1(C)Cc2ccccc2-c2nc3n(c(=O)c21)CCS3 | 4 | 0.6 | -6 | 0.2 | -2 | i | 4 | 0 | 2 | 5
CCCOC(=O)/C(=C\C=C\c1ccco1)NC(=O)c1ccccc1 | -2 | 0.4 | 9 | -1.1 | -5 | i | 9 | 3 | 1 | -36
Nc1c(Cl)c(Cl)nc(C(=O)N/N=C/c2cccnc2)c1Cl | -20 | 1.4 | 15 | -0.2 | 9 | i | -1 | 3 | 1 | 0
Cn1c(=O)oc2cc(S(=O)(=O)N3CCCC(C(=O)NCc4cccs4)C3)ccc21 (stereo unspecified) | -6 | 0.3 | -3 | -1.1 | 2 | i | 4 | 6 | 0 | 1
Cc1ccc(Nc2nc(N)nc(CSc3nnc(-c4ccncc4)o3)n2)cc1 | 5 | 1.3 | -5 | 0.4 | 39 | i | -8 | 46* | -1 | -9
COc1ccccc1OCC(O)CN1C(=O)NC(C)(C)C1=O (stereo unspecified) | 3 | -0.9 | -4 | -0.7 | 1 | i | 2 | -5 | -1 | -13
COc1cc(C(=O)N/N=C(\c2ccccc2)c2ccccn2)cc(OC)c1OC | -11 | 0.7 | -4 | -1.4 | 5 | i | -1 | -1 | -3 | 4
Cn1c(COc2ccc(Cl)cc2)nnc1SCC(=O)Nc1ccc2c(c1)CCC2 | 6 | -2.7 | -5 | -0.5 | 3 | i | 6 | 0 | 2 | 9
COc1ccc(CNc2ccc([N+](=O)[O-])cc2C)cc1 | -23 | 1.9 | -8 | 0.5 | 1 | i | -9 | -3 | -1 | -4
CCc1noc(C)c1C(=O)NNC(=O)COc1ccc(C)cc1 | 3 | -1.4 | -1 | -0.1 | 2 | i | 1 | -5 | 3 | 0
CC1CN(C)C(C)c2c1oc1ccc([N+](=O)[O-])cc21 (stereo unspecified) | -9 | 2.1 | -10 | 0.0 | 4 | i | -4 | -5 | -1 | 2
CC(C)S(=O)(=O)c1cnc(N2CCOCC2)nc1N | 5 | 0.4 | -10 | -0.3 | 0 | i | -3 | -17 | -2 | 1
Cc1oc2ccc(OCc3c(F)cccc3Cl)cc2c1C(=O)O | -1 | -0.1 | -4 | 0.2 | 0 | i | 0 | -3 | 0 | -3
CCOC(=O)/C=C1\NC(=O)CS1 | -2 | -1.8 | -1 | -0.7 | -2 | i | -1 | 6 | 2 | 28*
O=C1CC(c2ccccc2)CC2=C1C=Nc1ccccc1N2 (stereo unspecified) | 4 | -0.6 | -8 | -1.3 | 6 | i | -6 | -8 | -1 | -5

SKN-1 block, what is marked active above.
compound	SUMO1-SIM PPI	LMPTP block	Scp-1 inhibitor	Tb MetRS inh	DNMT1 inh	Neddylation inh	NadD block	SKN-1 block	NRP1-CendR mod
Cc1ccc(Nc2nc(N)nc(CSc3nnc(-c4ccncc4)o3)n2)cc1	5	1.3	-5	0.4	39	i	-8	46*	-9

Given in CSV form: five of the compounds above.
SMILES,SUMO1-SIM PPI,LMPTP block,Scp-1 inhibitor,Tb MetRS inh,DNMT1 inh,Neddylation inh,NadD block,SKN-1 block,STEP block,NRP1-CendR mod
CC1CN(C)C(C)c2c1oc1ccc([N+](=O)[O-])cc21 (stereo unspecified),-9,2.1,-10,0.0,4,i,-4,-5,-1,2
CC(C)S(=O)(=O)c1cnc(N2CCOCC2)nc1N,5,0.4,-10,-0.3,0,i,-3,-17,-2,1
Cc1oc2ccc(OCc3c(F)cccc3Cl)cc2c1C(=O)O,-1,-0.1,-4,0.2,0,i,0,-3,0,-3
CCOC(=O)/C=C1\NC(=O)CS1,-2,-1.8,-1,-0.7,-2,i,-1,6,2,28*
O=C1CC(c2ccccc2)CC2=C1C=Nc1ccccc1N2 (stereo unspecified),4,-0.6,-8,-1.3,6,i,-6,-8,-1,-5
